From PubChem
GCN5L2 inh – blocks human GCN5L2 histone acetyltransferase; Q92830; GCN5L2 HAT assay, ThioGlo1 CoA-SH fluorescence; Potency, µM (titrated, usually from 58.9 µM), for inactives: at the highest dose activity change, negative = inhibition, most hits filed as inhibitors; actives 0.21% (n = 390,000)
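GCN5L2 (20 nM) in 50mM HEPES pH 7.5, 0.1mM EDTA, 0.01% Tween-20 preincubated 15 min with compounds at room temperature. Reaction started with H3(1-25) 75uM, acetyl-CoA 70uM, ThioGlo1 50uM; CoA-thiol fluorescence (Ex340/Em540) read at 0 and 20 min.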
FEN1 inhibitor – blocks human flap endonuclease 1; actives 0.35% (n = 390,000); P39748; Recombinant FEN1 flap cleavage, fluorescence, 15 min; Potency, µM (highest dose often 114 µM), for the others: at the highest dose activity change, negative = inhibition, hits mostly inhibitors; AID 588795; note: nearly all actives have a fitted effect of over 65% in size
Target sequence (P39748 whole entry, looked up): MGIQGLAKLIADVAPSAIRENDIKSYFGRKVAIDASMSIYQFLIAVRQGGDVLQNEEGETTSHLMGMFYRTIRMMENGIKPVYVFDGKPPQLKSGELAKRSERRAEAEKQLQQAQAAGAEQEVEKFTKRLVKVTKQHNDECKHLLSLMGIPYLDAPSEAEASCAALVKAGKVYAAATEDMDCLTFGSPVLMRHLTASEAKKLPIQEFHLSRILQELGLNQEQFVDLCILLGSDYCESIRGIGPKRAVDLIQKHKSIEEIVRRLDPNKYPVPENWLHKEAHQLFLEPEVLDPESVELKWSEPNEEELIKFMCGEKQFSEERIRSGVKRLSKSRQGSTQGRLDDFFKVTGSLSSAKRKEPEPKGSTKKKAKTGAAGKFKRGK
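Quantitative HTS format: each compound was titrated, incubated with 10 nM nuclease for 15 min at room temperature, then challenged with flap substrate at 50 nM final. Signal change over 15 min gave concentration–effect curves.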
N370S GC – N370S glucocerebrosidase modulation, Gaucher chaperone candidate; AID 2101; Potency, µM (series often up to 59.4 µM), for inactives: at the top dose activity change, negative = inhibition, usual class: inhibitors; N370S GC spleen homogenate, 4MU-glucoside fluorescence; actives 0.092% (n = 330,000);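 note: 0% = full enzyme activity and -100% = no enzyme basal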
* marks the source's active call; other numbers are inactive results; ? = inconclusive; . = not tested or not shown; & = joins results of further samples; [ ] = remark or other dose. Calls come from the whole dose curve; as a rule, active = well fitted curve in the direction sought with a large enough effect; inconclusive = small, poorly fitted or top-dose-only effect, or another doubt; inactive = no such curve, though single readings can be large; an effect the other way counts as inactive or inconclusive. Unless noted, % is set by controls: 0 for no effect and ±100 for the full control effect; potency is the fitted concentration of half-maximal effect. The list is partial, so the mix of outcomes need not match the whole.

SMILES	GCN5L2 inh	FEN1 inhibitor	N370S GC
O=C(Cn1nnc(-c2ccccc2)n1)N/N=C/c1cc([N+](=O)[O-])ccc1O	36%[activator]	1%	20%
Cc1csc(NC(=O)C(Cc2ccccc2)n2cccc2)n1 (stereo unspecified)	0%	-5%	14%
Cc1cc(C)cc(N2CC(C)Cn3c2nc2c3c(=O)[nH]c(=O)n2C)c1 (stereo unspecified)	-1%	2%	2%
Cc1cc(C(=O)N2CCCC(N3CCN(c4cccc(Cl)c4)CC3)C2)n(C)n1 (stereo unspecified)	-3%	-1%	-6%
Cc1ccc(-n2ncc(C(=O)Nc3cc(Cl)cc(Cl)c3)c2C2CCNCC2)cc1C	-6%	0%	-19%
Cc1ccc(S(=O)(=O)N2CCCC2C(=O)Nc2ccc(O)cc2)cc1 (stereo unspecified)	-5%	2%	1%
COc1ccc(NC(=O)n2nc(OC(=O)c3cccs3)cc2N)cc1	7%	-5%	2%
S=c1nc(C23CC4CC(CC(C4)C2)C3)nc2sccn12	-9%	.	19%
CCOC(=O)CSc1ccc2nnc(-c3cccnc3)n2n1	-7%	6%	2%
COC(=O)c1nc2n(n1)C(c1cc(OC)ccc1OC)C=C(c1ccc(Br)cc1)N2 (stereo unspecified)	-1%	-25%	.
Cc1cccc(N=N/C(=C\O)C(=O)c2ccc(Br)cc2)c1	-18%	6%	20%
Cc1c(Cl)cccc1NC(=O)CC(c1cccs1)N1Cc2ccccc2C1=O (stereo unspecified)	-2%	1%	.
CCn1cc(C2C3=C(CC(C)(C)CC3=O)N(c3ccccc3)C3=C2C(=O)CC(C)(C)C3)c(C)n1	-1%	2%	4%
COc1ccc(NC(=O)CN2C(=O)NC(C)(C3CCCCC3)C2=O)c(OC)c1 (stereo unspecified)	-6%	-2%	.
CCOC(=O)c1ccc[n+](CC(=O)c2ccccc2)c1	1%	0%	0%
O=C(N/N=C/c1ccco1)c1ccc(NC(=O)C2CCCCC2)cc1	-6%	1%	-1%
COc1cccc(CNC(=O)c2ccc3nc[nH]c3c2)c1	-12%	2%	-1%
O=C(COC(=O)C1(c2ccccc2F)CCCC1)N1CCc2ccccc21	1%	-9%	8%
CC1Sc2ccc(S(=O)(=O)CCC(=O)NCc3ccccc3Cl)cc2NC1=O (stereo unspecified)	0%	19%	?
CCOC(=O)CSc1nnc(CNc2ccccc2Cl)n1-c1ccccc1	-1%	-7%	15%
CCOC(=O)C1/C(=N\O)CC(C)(O)C(C(=O)OCC)C1c1ccc(N(C)C)cc1 (stereo unspecified)	-9%	-12%	6%
Cc1c(Cl)cccc1Nc1ccccc1C(=O)O	-12%	-13%	17%
Cc1ccc(-c2nnc(Nc3cccc(Br)c3)c3ccccc23)cc1S(=O)(=O)N1CCCCC1	-5%	-6%	.
O=C(Nc1ccc(Br)cc1)N1CCCC(O)C1 (stereo unspecified)	-4%	7%	2%
O=C(COC(=O)c1ccc([N+](=O)[O-])o1)NCc1ccc(F)cc1	-1%	?	.
(further entries)
SMILES	GCN5L2 inh	FEN1 inhibitor	N370S GC
c1cncc(CNc2nc(N3CCOCC3)nc(N3CCOCC3)n2)c1	-2%	17%	-8%
O=C(NC1CCCCC1)C(c1ccncc1)N(Cc1ccccc1)C(=O)c1ccc(-c2ccccc2)[nH]1 (stereo unspecified)	-10%	-9%	-8%
CCOC(=O)c1ccc(CNC(=O)Cn2nnc(-c3ccccc3F)n2)o1	-5%	4%	-4%
CSCC[C@@H](Nc1nc(-c2ccccc2)nc2c1oc1ccccc12)C(=O)O	1%	1%	3%
CN(CC(=O)Nc1cccc(F)c1)C(=O)c1ccc(C(=O)c2ccccc2)cc1	1%	-9%	-10%
N#CC1=C2SCN(C3CCCCC3)CN2C(=O)CC1c1ccc(F)cc1 (stereo unspecified)	?	-3%	.
OC(COc1ccc(Br)cc1)CN1CCOCC1 (stereo unspecified)	1%	-2%	-1%
S=c1[nH]nc(-c2cc(-c3ccco3)[nH]n2)n1-c1cccc2ccccc12	?	-1%	24%
CCOC(=O)C1CCN(c2ncnc3c2nnn3Cc2ccccc2Cl)CC1	-6%	-13%	2%
CSc1ccc(/C=N/NC(=O)c2ccc(C)c(C)c2)cc1	?	-16%	-21%
O=S(=O)(Nc1cccnc1)c1ccccc1	1%	15%&2%	-6%
CCOC(=O)C1CCCN(S(=O)(=O)c2ccc(-c3cc(C)no3)s2)C1 (stereo unspecified)	-4%	-22%	-14%
CCn1c(SCC(=O)Nc2cccnc2Cl)nnc1-c1ccccc1	-3%	6%	-8%
COc1ccc(N2CCN(C(=O)Nc3cccc(C(F)(F)F)c3)CC2)cc1	-8%&-4%	-23%&-10%	-4%
Cc1ccc(NC(=O)Cn2cc3c(n2)CCCC3)c(C)c1	-2%	19%	.
O=C(CCOc1ccccc1)N(Cc1cccnc1)c1nc2c(Cl)cccc2s1	-6%	-14%	.
CCOc1ccc2oc(C(=O)N(Cc3nnc(-c4ccccc4Cl)o3)C3CC3)c(C)c2c1	-5%	2%	29%
CN1CCN(CC(=O)Nc2ccc(S(=O)(=O)N(C)C)cc2)CC1	39%	2%	-3%
Nc1sc(-c2ccccc2)n[n+]1Cc1cccc2cccnc12	-11%	-21%	5%
CCOC(=O)c1ccc(NC(=O)COc2ccc(S(=O)(=O)N3CCCC3)cc2)cc1	-3%	-25%	9%
CC(C(=O)c1ccccc1)[n+]1cccc(C(N)=O)c1 (stereo unspecified)	-3%	-5%	-13%
O=C1C=C(c2cc3ccccc3s2)C[C@@H](c2ccc(F)cc2)C1	-8%	1%	.
COc1ccc(CCNC(=O)CCCOc2cc(=O)n(C)c3ccccc23)cc1OC	-1%	0%	0%
Cc1ccc(NC(=O)c2cnc(N3CCCC3)nc2C)cc1F	-1%	-2%	.
O=C(CN1C(=O)NC2(CCc3ccccc32)C1=O)c1ccc(Br)cc1 (stereo unspecified)	-22%	1%	-5%
More records
SMILES	GCN5L2 inh	FEN1 inhibitor	N370S GC
CCOC(=O)c1ccc(NCCOC)c([N+](=O)[O-])c1	-2%	2%	1%
CCOc1ccccc1N1CCN(C(=O)c2ccccc2)CC1	-2%	3%	-1%
CC1(C(=O)N2CC3(CC(c4cccc([N+](=O)[O-])c4)=NO3)C[C@H]2C(=O)NCC(N)=O)CC1 (stereo partly specified)	-10%	-3%	-2%
Cc1cc([N+](=O)[O-])c(N2CCC[C@@H]2C(=O)O)c([N+](=O)[O-])c1	-11%	-9%	15%
O=C(Cn1c(=O)n(Cc2ccc3c(c2)OCO3)c(=O)c2oc3ccccc3c21)Nc1ccccc1	-1%	-2%	.
O=C(CSc1nnc(-c2cnccn2)n1Cc1ccco1)c1ccc2ccccc2c1	-12%	-9%	7%
CC(=O)NC1(C(F)(F)F)C(=O)Nc2c1c(=O)[nH]c(=O)n2Cc1ccco1 (stereo unspecified)	.	4%	8%
NC(N)=N[C@@H](CCC(=O)O)C(=O)O	-3%	.	-2%
CCCn1cc(SCC(=O)Nc2ccc3c(c2)OCO3)c2ccccc21	0%	-25%	12%
CCN(CC)S(=O)(=O)c1ccc2c(c1)c(=O)c(C(=O)NCc1ccc3c(c1)OCO3)cn2C	2%	.	-25%
CCn1c(SCC(=O)Nc2nc(C)cs2)nnc1C(NC(=O)c1ccccc1Cl)C(C)C (stereo unspecified)	1%	6%	5%
COc1ccc(NC(=O)CSc2cn(CC(=O)N3CCOCC3)c3ccccc23)cc1OC	-1%	14%	.
Cc1csc(=O)n1CCC(=O)OCc1nnc(-c2ccccc2)o1	-2%	10%	4%
CC(C)CN(C(=O)COC(=O)c1cccnc1Cl)c1c(N)n(Cc2ccccc2)c(=O)[nH]c1=O	-6%	2%	-8%
CCOC(=O)c1c(Nc2ccc(C)c(C)c2)nnc(-c2ccccc2)c1-c1ccccc1	-16%	-5%	.
COc1ccc(NC(=O)CN2CCN(c3ccccc3F)CC2)c(OC)c1	7%	14%	.
Cc1nc2nc(SCC(=O)NCc3ccco3)nn2c(C)c1Cc1ccccc1	-1%	-14%	6%
O=C(Nc1ccccc1F)c1ccc(COc2ccc(Cl)cc2Cl)o1	-6%	-14%	5%
CC(C)[C@H](NC(=O)c1ccccc1Cl)C(=O)OCc1cc([N+](=O)[O-])cc2c1OCOC2	0%	-15%	17%
COc1ccc(CN(C)CC(=O)Nc2ccccc2C(F)(F)F)cc1	5%	10%	-5%
COc1cc([C@@H]2CC=C(C(=O)O)[C@H](c3ccccc3)N2S(=O)(=O)c2ccc(C)cc2)cc(OC)c1OC	-6%	17%	1%
CCn1nc(C)c(/C=N/NC(=O)Cn2nccc2C)c1C	-2%	7%	4%
COc1cc(C)c(Cl)cc1S(=O)(=O)NCCN1CCOCC1	-12%	-2%	-13%
CN(CCOCCOc1ccc2ccccc2c1)Cc1ccccc1	1%	16%	.
CSc1nc(N)c(C(=O)NC2CCCCC2)s1	-2%	12%	-18%

Another view of 21 compounds above:
SMILES | GCN5L2 inh | FEN1 inhibitor | N370S GC
O=C(Cn1nnc(-c2ccccc2)n1)N/N=C/c1cc([N+](=O)[O-])ccc1O | 36%[activator] | 1% | 20%
Cc1csc(NC(=O)C(Cc2ccccc2)n2cccc2)n1 (stereo unspecified) | 0% | -5% | 14%
Cc1cc(C)cc(N2CC(C)Cn3c2nc2c3c(=O)[nH]c(=O)n2C)c1 (stereo unspecified) | -1% | 2% | 2%
Cc1cc(C(=O)N2CCCC(N3CCN(c4cccc(Cl)c4)CC3)C2)n(C)n1 (stereo unspecified) | -3% | -1% | -6%
Cc1ccc(-n2ncc(C(=O)Nc3cc(Cl)cc(Cl)c3)c2C2CCNCC2)cc1C | -6% | 0% | -19%
Cc1ccc(S(=O)(=O)N2CCCC2C(=O)Nc2ccc(O)cc2)cc1 (stereo unspecified) | -5% | 2% | 1%
COc1ccc(NC(=O)n2nc(OC(=O)c3cccs3)cc2N)cc1 | 7% | -5% | 2%
S=c1nc(C23CC4CC(CC(C4)C2)C3)nc2sccn12 | -9% | . | 19%
CCOC(=O)CSc1ccc2nnc(-c3cccnc3)n2n1 | -7% | 6% | 2%
COC(=O)c1nc2n(n1)C(c1cc(OC)ccc1OC)C=C(c1ccc(Br)cc1)N2 (stereo unspecified) | -1% | -25% | .
Cc1cccc(N=N/C(=C\O)C(=O)c2ccc(Br)cc2)c1 | -18% | 6% | 20%
Cc1c(Cl)cccc1NC(=O)CC(c1cccs1)N1Cc2ccccc2C1=O (stereo unspecified) | -2% | 1% | .
CCn1cc(C2C3=C(CC(C)(C)CC3=O)N(c3ccccc3)C3=C2C(=O)CC(C)(C)C3)c(C)n1 | -1% | 2% | 4%
COc1ccc(NC(=O)CN2C(=O)NC(C)(C3CCCCC3)C2=O)c(OC)c1 (stereo unspecified) | -6% | -2% | .
CCOC(=O)c1ccc[n+](CC(=O)c2ccccc2)c1 | 1% | 0% | 0%
O=C(N/N=C/c1ccco1)c1ccc(NC(=O)C2CCCCC2)cc1 | -6% | 1% | -1%
COc1cccc(CNC(=O)c2ccc3nc[nH]c3c2)c1 | -12% | 2% | -1%
O=C(COC(=O)C1(c2ccccc2F)CCCC1)N1CCc2ccccc21 | 1% | -9% | 8%
CC1Sc2ccc(S(=O)(=O)CCC(=O)NCc3ccccc3Cl)cc2NC1=O (stereo unspecified) | 0% | 19% | ?
CCOC(=O)CSc1nnc(CNc2ccccc2Cl)n1-c1ccccc1 | -1% | -7% | 15%
CCOC(=O)C1/C(=N\O)CC(C)(O)C(C(=O)OCC)C1c1ccc(N(C)C)cc1 (stereo unspecified) | -9% | -12% | 6%

Other entries.
SMILES	GCN5L2 inh	FEN1 inhibitor	N370S GC
COC(=O)c1ccc(CSCc2ccc(C(=O)OC)o2)o1	-15%	0%	-9%
O=C1CN(C(=O)NCC(=O)N[C@@H](Cc2ccccc2)C(=O)O)c2ccccc2N1	-1%	2%	8%
c1ccc(C(c2c[nH]c3ccccc23)c2c[nH]c3ccccc23)nc1	1%	-17%	0%
O=c1[nH]c(=O)n([C@H]2C[C@H](O)[C@@H](CO)O2)cc1I	2%	3%	-4%
CCOC(=O)CSc1nc(=O)n2ccccc2n1	-7%	14%	6%
O=c1[nH]cnc2c1C(c1ccccc1[N+](=O)[O-])c1c(nc[nH]c1=O)O2	1%	-5%	7%
CCOc1ccc(NC(=O)CN(C)C(=O)CC(NC(=O)c2ccccc2)c2ccccc2)cc1OCC (stereo unspecified)	4%	-6%	-4%
C/C(=N\NC(N)=O)c1ccc(-n2ccnc2)cc1	-10%	3%	-7%
CCOC(=O)CC(=O)c1sc2c(c1N)c(=O)[nH]c(=O)n2-c1ccc(OC)cc1	-3%	11%	-2%
CCOC(=O)C1=C(C)NC(C)=C(C(=O)OCC)C1C(=O)OCC(=O)N1c2ccccc2CC1C (stereo unspecified)	-1%[0.501 µM]	-21%&-6%	4%
COc1cccc(CNC(=O)Cn2cc3c(n2)-c2c(oc(C(=O)N4CCCC4)c2C)CC3)c1	1%	?	.
CCOc1cccc(C(=O)NC(=S)Nc2cccnc2)c1	-1%	8%	-1%
C=CCn1c(=S)[nH]c2nc3c(cc2c1=O)COC(C)(C)C3	-3%	-2%	17%
Cc1ccc(NC(=O)CN2C(=O)S/C(=C\c3cccn3-c3cccc(C(=O)O)c3)C2=O)c(C)c1	-14%	?	5%
